# Screening results: PubChem BioAssay, Broad Institute
# PAX8 reporter – lowers PAX8-driven luciferase in RMG-I cells | RMG-I TPO-luciferase reporter, SteadyGlo, 24 h | inhibition, % at 12.6 µM | AID 652154 | 360,000 tested, 1.2% active;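 active means mean replicate inhibition at least 60% with every replicate also reaching 60%; inconclusive means only one of the two criteria is met; inactive means mean below 60% and not all replicates reaching 60%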;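 further: luciferase light reporting Pax8 driven TPO promoter activity; plate controls were median of neutral control wells for no effect and mitoxantrone controls for full effect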
# LGR2 antag – Drosophila LGR2 receptor signaling inhibition; HEK293 LGR2, CRE-luciferase, bursicon-stimulated, 4 h; inhibition, % at 9.99 µM; 380,000 tested, 0.35% active;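 active means drop in luminescence signal, shown as inhibition above about 50% in the replicate tests, limit read from the data, passing the limit was not always enough; inconclusive means probably only some replicates passing the limit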;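 further: agonist challenge used bursicon conditioned medium at about half maximal strength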
# Casp6 inh – blocks human caspase-6 cleavage activity; P55212; purified caspase-6, Z-VEID-R110 cleavage fluorescence; inhibition, % at 12.5 µM; 350,000 tested, 0.53% active; AID 686996;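 active means mean inhibition across replicates at least about 35%, with every replicate also reaching that limit, limit read from the data; inconclusive means only one of the two criteria met; inactive means neither criterion met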;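 further: 0% = median of neutral control wells and 100% = no fluorescence left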
# Target sequence (P55212 24-179 limits assumed): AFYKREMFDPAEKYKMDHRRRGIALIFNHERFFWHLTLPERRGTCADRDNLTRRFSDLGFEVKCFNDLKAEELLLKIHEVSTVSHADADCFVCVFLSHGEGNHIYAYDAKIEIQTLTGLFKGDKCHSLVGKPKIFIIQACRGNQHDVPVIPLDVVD
# Target sequence (P55212 194-293 limits assumed): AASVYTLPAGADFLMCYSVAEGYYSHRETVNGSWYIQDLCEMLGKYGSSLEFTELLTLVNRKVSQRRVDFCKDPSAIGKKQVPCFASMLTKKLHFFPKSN
# DENV2 CPE rescue – inhibitors of DENV2 cytopathic effect. DENV2-infected cells, cytopathic effect rescue, plate reader. CPE inhibition, % at 9.99 µM. 350,000 tested, 1.7% active. AID 651640; in the data active means CPE inhibition above about 20%, passing the limit was not always enough; inconclusive means no clear call, values can overlap the other calls; tested in BHK-21 cells;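 further: 0% = median of neutral control wells and 100% = median of positive control wells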
# SIRT5 inh – blocks human SIRT5 desuccinylation of peptide. Purified SirT5, succinyl-peptide AMC, trypsin-coupled fluorescence. AID 652115. Q9NXA8. inhibition, % at 15 µM. 330,000 tested, 1.1% active; in the data active means inhibition above about 15%; inconclusive means no clear call, values can overlap the other calls
# Target sequence (Q9NXA8 whole entry, looked up): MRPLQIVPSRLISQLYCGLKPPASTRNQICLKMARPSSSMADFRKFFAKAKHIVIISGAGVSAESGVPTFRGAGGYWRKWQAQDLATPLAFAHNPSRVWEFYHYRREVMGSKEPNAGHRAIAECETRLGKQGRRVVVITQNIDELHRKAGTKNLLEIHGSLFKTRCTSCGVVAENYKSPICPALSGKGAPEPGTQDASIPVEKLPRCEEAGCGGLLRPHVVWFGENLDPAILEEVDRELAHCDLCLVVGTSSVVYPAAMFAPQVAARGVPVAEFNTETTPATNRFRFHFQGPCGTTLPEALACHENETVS
# EWS-Fli inh – EWS/Fli transcriptional activity inhibition; A673 NR0B1-luciferase reporter, viability-normalised; inhibition, % at 12.6 µM; 350,000 tested, 0.67% active;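 active means mean inhibition of at least 50% after viability correction, with every replicate also passing that limit; inconclusive means mean reaches 50% but only one of two replicates passes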;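 further: firefly luciferase signal divided by Alamar Blue viability fluorescence both relative to DMSO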
# ARNT TACC3 PPI – disrupts binding between human ARNT and TACC3; Q9Y6A5; AlphaScreen His-ARNT PAS-B/GST-TACC3 binding, luminescence; TACC3 fragment carries E629A point mutation; inhibition, % at 9.99 µM; 390,000 tested, 0.66% active;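 active means mean inhibition of replicates at least 50% and at least half of replicates each reaching 50%; inconclusive means half or more replicates reach 50% but mean below 50%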;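 further: 0% = complete ARNT plus TACC3 wells and 100% = ARNT alone without TACC3; many hits fall short of the cut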
# * hit, by the source's call; ? = inconclusive; . = no result given. Rows are unselected. Share with any hit: about 4.9%.
SMILES,PAX8 reporter,LGR2 antag,Casp6 inh,DENV2 CPE rescue,SIRT5 inh,EWS-Fli inh,ARNT TACC3 PPI
CCOc1ccc(S(=O)(=O)NCc2ccccn2)cc1NC(=O)c1ccccc1,13.2,-7.1,-2.9,13.4,-6.9,58.0*,4.1
O=C(O)C[C@H]1CC[C@H](NC(=O)Nc2ccccc2)[C@H](CO)O1,-10.3,-9.7,-5.5,-1.7,13.7,-7.1,-28.7
COc1ccc(S(=O)(=O)Nc2ccc3c(c2)C(=O)N([C@@H](C)CO)C[C@@H](C)[C@@H](CN(C)C(=O)Cc2ccccc2)OCCCC[C@@H](C)O3)cc1,4.9,-7.5,-0.7,21.1*,4.1,-6.0,1.6
CO[C@H]1CN(C)C(=O)c2ccc(NC(=O)C3CC3)cc2OC[C@H](C)NC[C@H]1C,-2.6,-10.5,0.9,1.0,-0.9,0.2,9.8
COc1cc(NC(C)=O)c2ncccc2c1[N+](=O)[O-],26.4,8.9,1.2,-3.4,0.1,-14.0,-2.4
CCN1C(c2ccc(F)cc2)=CS/C1=C(/C#N)c1nnc2n1-c1ccccc1SC2,16.1,1.8,4.6,12.4,.,7.9,.
O=C(NC(=S)NNC(=O)c1cnccn1)c1ccc(Cl)cc1,13.6,6.0,-3.2,-24.2,-2.0,-4.1,54.4*
O=C(C[C@H]1CC[C@H]2[C@@H](COC[C@@H](O)CN2CCC(F)(F)F)O1)NCc1ccc2c(c1)OCO2,-15.5,-22.9,2.0,-4.2,-0.3,-0.3,3.4
Cc1nn(CC(=O)c2ccc(Cl)cc2Cl)c(C)[n+]1N,2.7,-20.6,-0.3,.,-6.0,-4.6,1.0
COc1cccc(NC(=O)CC(=O)c2ccc([N+](=O)[O-])cc2)c1,-3.5,-44.4,-4.9,-7.0,-4.7,-72.8,2.6
COC(=O)C1CN(C(=O)C(C)Oc2ccc(C(C)C)cc2)c2ccccc2O1 (stereo not given),-16.3,-1.6,0.9,?,-2.9,6.3,-4.4
Cc1ccc(S(=O)(=O)N2CCCCC2)cc1NC(=O)CSCC(=O)O,1.4,18.2,-0.1,.,-2.6,-1.4,28.3
Cc1nc2ccc(NC(=O)c3cnc(Cl)c(Cl)c3)cc2s1,-62.1,-21.5,2.4,-3.6,-1.3,-79.0,4.6
Cc1ccc(-c2nc(CS(=O)(=O)CC(=O)N3CC(C)CC(C)C3)c(C)o2)cc1 (stereo not given),20.4,26.7,-0.5,-12.2,0.5,11.9,-4.0
O=C(Nc1ccc2c(c1)OCO2)c1cc(-c2ccccc2Cl)on1,-165.9,-63.4,0.0,-1.2,-1.3,-32.2,-4.3
Cc1ccc(C)c(OCCC(=O)OCC(=O)Nc2ccc(C)c(S(=O)(=O)N3CCCCC3)c2)c1,-7.8,0.2,-3.0,-0.4,2.5,6.9,-1.2
COc1cc(C(=O)NCC(c2cccs2)N2CCOCC2)ccc1OCc1ccccc1 (stereo not given),-8.8,.,-1.8,-8.7,0.3,12.1,.
CCc1ccc(C(=O)NNC(=O)C2CSC3(C)CCC(=O)N23)cc1 (stereo not given),8.9,2.8,4.7,-5.2,-6.0,-5.4,-5.1
C[C@H](CO)N1C[C@H](C)[C@H](CN(C)S(=O)(=O)c2cccs2)OCCCC[C@H](C)Oc2ccc(NC(=O)C3CCCCC3)cc2C1=O,.,10.9,-0.3,2.5,12.3,6.4,-0.1
COc1cc(OC)cc(C(=O)OC/C(O)=C(\C#N)c2nc3ccccc3[nH]2)c1,1.6,-3.5,-0.7,60.5*,-4.3,2.6,0.2

# 3 of the entries above in order of their number in ARNT TACC3 PPI, lowest first.
Structure,LGR2 antag,Casp6 inh,DENV2 CPE rescue,SIRT5 inh,ARNT TACC3 PPI
O=C(Nc1ccc2c(c1)OCO2)c1cc(-c2ccccc2Cl)on1,-63.4,0.0,-1.2,-1.3,-4.3
Cc1ccc(-c2nc(CS(=O)(=O)CC(=O)N3CC(C)CC(C)C3)c(C)o2)cc1 (stereo not given),26.7,-0.5,-12.2,0.5,-4.0
Cc1nc2ccc(NC(=O)c3cnc(Cl)c(Cl)c3)cc2s1,-21.5,2.4,-3.6,-1.3,4.6

# The results go on:
SMILES,PAX8 reporter,LGR2 antag,Casp6 inh,DENV2 CPE rescue,SIRT5 inh,EWS-Fli inh,ARNT TACC3 PPI
COc1ccc(/C=C/C(=O)OCC(=O)c2ccc(S(=O)(=O)N3CCCCC3)cc2)cc1OC,8.5,-32.1,-0.4,-4.6,5.5,0.0,-1.2
O=C(Nc1cc(F)ccc1F)N[C@H]1C=C[C@@H](CC(=O)N2CCc3ccccc3C2)O[C@H]1CO,-10.3,9.1,2.1,-0.7,1.2,11.0,-24.1
COc1ccc(NC(=O)c2ccccc2)c([N+](=O)[O-])c1,-130.6,-28.6,-0.1,-2.1,-4.0,-75.3,10.6
Cn1nnnc1SCC(=O)Nc1ccc(Oc2ccc(Cl)cc2)cc1,.,1.4,-2.4,-7.2,-9.9,.,-4.7
Cc1ccccc1S(=O)(=O)NC(=O)C1(C)CCN1C(=O)Cc1ccc(C(C)(C)C)cc1 (stereo not given),21.3,15.0,2.3,-6.8,0.0,12.6,.
Cc1ccc(CN2CC(C(=O)NCCCSc3ccccc3)CC2=O)cc1 (stereo not given),-6.7,-11.4,-3.2,-2.4,6.4,6.6,-9.4
O=C(CSc1nncc2ccccc12)Nc1cccc(C(=O)O)c1,-33.2,11.1,1.0,-4.9,1.9,-6.4,-6.8
O=C(Nc1cccc2ccccc12)/C(=C\c1cccc([N+](=O)[O-])c1)NC(=O)c1cccs1,19.0,9.6,-4.8,19.9,-6.4,2.2,0.0
Cc1ccc(S(=O)(=O)N(C)C[C@@H]2Oc3ccc(NC(=O)Nc4ccc5c(c4)OCO5)cc3C(=O)N([C@@H](C)CO)C[C@H]2C)cc1,-23.2,18.4,1.6,-6.6,-5.6,-5.3,-2.5
C[C@@H]1CN([C@H](C)CO)C(=O)c2cccc(NS(=O)(=O)c3cn(C)cn3)c2O[C@@H]1CN(C)C(=O)Nc1ccc(C(F)(F)F)cc1,.,3.8,0.8,18.5,1.5,-6.5,-4.1
O=[N+]([O-])c1ccccc1CNCCO,-0.9,22.6,1.3,3.0,.,-0.6,7.0
CNC(=S)N1CCc2cc(OC)c(OC)cc2C1,-0.4,-13.8,0.2,-4.1,-4.8,-3.5,6.4
Cc1cc(C)cc(-n2ncc3c2CCCC3NC(=O)CN2CCCCC2=O)c1 (stereo not given),-1.0,-4.3,-1.7,?,-1.5,.,.
O=[N+]([O-])c1cc([N+](=O)[O-])c(Oc2cccnc2Br)cc1NN1CCCCC1,9.1,-2.8,.,0.9,.,-14.4,-3.0
CCCNC(=O)N1[C@H](CO)[C@@H](c2ccc(C3=CCCC3)cc2)[C@@H]1CNC(=O)CC,-0.5,-15.4,.,?,.,13.5,-2.9
CC1CCCCN1c1nnc(NC(=O)c2cc(-c3ccc(Br)cc3)on2)s1 (stereo not given),6.7,-19.2,1.4,-0.6,-4.5,0.9,.
CC(=O)N(C)C[C@H]1Oc2ncc(-c3ccccc3C)cc2C(=O)N([C@@H](C)CO)C[C@@H]1C,.,-18.5,-0.2,-3.7,1.8,-3.0,-6.1
O=C(COC(=O)c1ccccc1)Nc1cccc(S(=O)(=O)NC2=NCCCCC2)c1,6.4,4.5,7.5,-2.4,-2.5,-24.2,-8.8
NC(=O)COC(=O)Cc1coc2cc3c(cc12)CCC3,20.3,-5.4,-0.5,.,1.1,0.7,-2.1
CC1CN(C(=O)C2CC2)C(C)CN1C(=O)C1CC1 (stereo not given),0.5,.,-4.0,-12.0,-6.1,1.1,-1.9

# Pulled by structure from the entries so far, 2 records:
SMILES,PAX8 reporter,LGR2 antag,Casp6 inh,DENV2 CPE rescue,SIRT5 inh,EWS-Fli inh,ARNT TACC3 PPI
O=[N+]([O-])c1cc([N+](=O)[O-])c(Oc2cccnc2Br)cc1NN1CCCCC1,9.1,-2.8,.,0.9,.,-14.4,-3.0
CC(=O)N(C)C[C@H]1Oc2ncc(-c3ccccc3C)cc2C(=O)N([C@@H](C)CO)C[C@@H]1C,.,-18.5,-0.2,-3.7,1.8,-3.0,-6.1

# Next records.
SMILES,PAX8 reporter,LGR2 antag,Casp6 inh,DENV2 CPE rescue,SIRT5 inh,EWS-Fli inh,ARNT TACC3 PPI
Cc1ccnc(N2C(=O)c3cccc4c([N+](=O)[O-])ccc(c34)C2=O)c1,.,-10.1,2.6,0.8,-4.1,65.5*,-5.4
Cc1cc(C)nc(N2CCC(C(=O)NNC(=O)c3ccc(Cl)cc3)CC2)n1,-19.1,-12.6,-1.0,-3.8,-4.0,-3.0,0.3
O=c1c2ccccc2cnn1Cc1n[nH]c(=S)n1-c1ccc(F)cc1,-4.3,-16.3,3.1,-2.3,5.7,6.0,-2.0
COc1ccc(NS(=O)(=O)c2cc(N)ccc2N2CCOCC2)cc1,-2.3,-8.2,-0.3,1.8,-1.2,0.0,1.2
O=C(Cn1ccc2ccccc2c1=O)NCC(=O)N1CCCCC1,-11.2,7.8,1.5,0.3,-5.2,2.1,-2.5
CC(C)(C)c1ccc(-c2nnc(SCC(=O)Nc3sc4c(c3C#N)CCCC4)o2)cc1,-2.8,2.4,5.2,-1.4,-3.8,3.2,-8.7
CC(C)NC(=O)N(C)C[C@H]1OCCCC[C@@H](C)Oc2ccc(NC(=O)Nc3ccc4c(c3)OCO4)cc2C(=O)N([C@H](C)CO)C[C@@H]1C,1.5,21.3,-1.4,16.5,0.4,-11.7,23.9
C[C@H](CO)N1C[C@H](C)[C@H](CN(C)Cc2ccc(C(=O)O)cc2)OCCCC[C@H](C)Oc2ccc(NC(=O)Nc3ccccc3)cc2C1=O,5.8,-22.4,0.3,-13.1,0.2,-9.1,-1.3
O=C(C[C@H]1C=C[C@H](NC(=O)NC2CCCCC2)[C@H](CO)O1)NCc1ccccc1,2.1,-4.9,-4.3,-4.6,0.8,3.6,-7.9
COCCn1nnnc1CN1CCC(O)(c2cccc(C(F)(F)F)c2)CC1,.,10.6,-0.4,6.0,-6.1,-4.7,-4.9
O=C(NC1CCCCC1)C(c1ccccn1)N(C(=O)c1csnn1)c1ccccc1F (stereo not given),10.1,3.4,-2.4,11.1,-0.7,-1.0,-4.1
Cc1noc(C)c1S(=O)(=O)Nc1ccc2c(c1)C(=O)N([C@@H](C)CO)C[C@H](C)[C@@H](CN(C)C(=O)Cc1ccccc1)OCCCC[C@H](C)O2,-3.0,-2.9,1.9,1.7,1.7,8.5,-2.2
CCCCNC(=O)Cn1cnc2sc(C)c(S(=O)(=O)N3CCN(c4ncccn4)CC3)c2c1=O,6.1,-0.4,0.3,-9.8,-1.4,3.7,-5.7
Cc1ccc(S(=O)(=O)N(C)C[C@@H]2Oc3c(NC(=O)Nc4ccccc4)cccc3C(=O)N([C@H](C)CO)C[C@@H]2C)cc1,14.7,.,0.0,-6.5,3.6,16.2,-2.7
CCOC(=O)/C(=C\c1c[nH]c2ccccc12)NC(C)=O,-0.2,-11.1,.,.,.,.,0.5
Cc1cc(C(=O)Nc2c(C)nn(Cc3ccccc3)c2C)on1,-5.9,6.8,-2.3,-4.7,-2.1,-0.2,-15.3
Cc1ccccc1-c1cnc2c(c1)C(=O)N([C@H](C)CO)C[C@H](C)[C@@H](CN(C)Cc1ccncc1)O2,-42.6,-0.4,-0.7,-7.3,1.5,-18.2,-0.1
C[C@@H]1CN([C@@H](C)CO)C(=O)Cc2cc(NC(=O)Cc3ccccc3)ccc2O[C@@H]1CN(C)S(C)(=O)=O,-13.5,22.7,1.4,-0.9,1.6,4.3,1.5
COc1ccc(N2CCN(c3ccc(NC(=O)/C=C\C(=O)O)cc3)CC2)cc1,3.6,0.1,7.0,11.6,0.4,18.1,-9.5
C[C@@H]1CCCCO[C@@H](CN(C)Cc2ccc(C(=O)O)cc2)[C@@H](C)CN([C@H](C)CO)C(=O)c2cc(NS(=O)(=O)c3ccccc3)ccc2O1,-3.4,4.9,.,-2.1,.,-9.6,-12.2

# Results in EWS-Fli inh, DENV2 CPE rescue and PAX8 reporter, for some of the entries so far:
molecule | EWS-Fli inh | DENV2 CPE rescue | PAX8 reporter
CCCNC(=O)N1[C@H](CO)[C@@H](c2ccc(C3=CCCC3)cc2)[C@@H]1CNC(=O)CC | 13.5 | ? | -0.5
Cc1cc(C)nc(N2CCC(C(=O)NNC(=O)c3ccc(Cl)cc3)CC2)n1 | -3.0 | -3.8 | -19.1
